# FAS TE block = inhibitors of human fatty acid synthase thioesterase domain; AID 602261; recombinant FAS-TE, OMFH fluorogenic substrate, fluorescence endpoint; inhibition, % at 15 µM; 360,000 tested, 0.67% active; P49327;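 active = compounds whose normalised, plate-corrected inhibition of enzyme fluorescence in the single-dose primary screen is 50% or more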;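 also: 0% = DMSO with enzyme and 100% = substrate without enzyme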
# Neddyl block = inhibitors of human cullin neddylation. P61081+Q13564. TR-FRET cullin neddylation, biochemical. calls only at 25 µM. 360,000 tested, 0.58% active. AID 651699; in the data active = inhibition above about 36%
# Rin1-Abl PPI inh = blocks binding of human Rin1 to Abl; 360,000 tested, 0.4% active; inhibition, % at 7.35 µM; P00519+Q13671; TR-FRET Rin1/Abl binding, biochemical; in the data active = inhibition above about 5%, passing the limit was not always enough
# Target sequence (P00519 whole entry, looked up): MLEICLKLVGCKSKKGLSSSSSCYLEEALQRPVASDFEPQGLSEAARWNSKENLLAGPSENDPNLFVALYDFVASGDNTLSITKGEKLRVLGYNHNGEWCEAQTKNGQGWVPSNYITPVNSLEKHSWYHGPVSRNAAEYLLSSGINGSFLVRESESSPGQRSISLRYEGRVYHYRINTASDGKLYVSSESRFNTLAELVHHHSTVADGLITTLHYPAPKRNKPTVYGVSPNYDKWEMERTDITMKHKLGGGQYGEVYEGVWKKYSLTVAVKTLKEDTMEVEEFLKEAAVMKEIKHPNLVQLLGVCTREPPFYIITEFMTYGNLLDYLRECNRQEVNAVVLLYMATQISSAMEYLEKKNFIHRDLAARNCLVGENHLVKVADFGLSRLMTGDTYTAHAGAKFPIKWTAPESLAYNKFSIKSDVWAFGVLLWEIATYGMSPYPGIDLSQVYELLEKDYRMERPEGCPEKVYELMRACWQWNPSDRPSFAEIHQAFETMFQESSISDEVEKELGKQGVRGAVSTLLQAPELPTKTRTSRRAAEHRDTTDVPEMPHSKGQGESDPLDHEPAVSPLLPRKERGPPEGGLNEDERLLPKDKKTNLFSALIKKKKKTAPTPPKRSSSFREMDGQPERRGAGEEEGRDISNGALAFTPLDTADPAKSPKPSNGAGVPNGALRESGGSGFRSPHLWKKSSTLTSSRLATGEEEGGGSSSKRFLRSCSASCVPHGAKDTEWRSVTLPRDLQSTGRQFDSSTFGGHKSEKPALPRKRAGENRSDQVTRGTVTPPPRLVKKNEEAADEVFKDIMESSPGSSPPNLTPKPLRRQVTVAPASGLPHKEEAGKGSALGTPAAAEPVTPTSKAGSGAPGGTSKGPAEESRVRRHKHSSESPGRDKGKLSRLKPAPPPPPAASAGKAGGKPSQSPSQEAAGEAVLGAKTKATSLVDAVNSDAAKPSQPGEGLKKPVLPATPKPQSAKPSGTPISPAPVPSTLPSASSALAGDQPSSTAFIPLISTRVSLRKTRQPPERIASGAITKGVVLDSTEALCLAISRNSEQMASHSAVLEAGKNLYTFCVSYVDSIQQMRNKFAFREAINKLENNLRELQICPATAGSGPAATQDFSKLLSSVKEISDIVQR
# Target sequence (Q13671 whole entry, looked up): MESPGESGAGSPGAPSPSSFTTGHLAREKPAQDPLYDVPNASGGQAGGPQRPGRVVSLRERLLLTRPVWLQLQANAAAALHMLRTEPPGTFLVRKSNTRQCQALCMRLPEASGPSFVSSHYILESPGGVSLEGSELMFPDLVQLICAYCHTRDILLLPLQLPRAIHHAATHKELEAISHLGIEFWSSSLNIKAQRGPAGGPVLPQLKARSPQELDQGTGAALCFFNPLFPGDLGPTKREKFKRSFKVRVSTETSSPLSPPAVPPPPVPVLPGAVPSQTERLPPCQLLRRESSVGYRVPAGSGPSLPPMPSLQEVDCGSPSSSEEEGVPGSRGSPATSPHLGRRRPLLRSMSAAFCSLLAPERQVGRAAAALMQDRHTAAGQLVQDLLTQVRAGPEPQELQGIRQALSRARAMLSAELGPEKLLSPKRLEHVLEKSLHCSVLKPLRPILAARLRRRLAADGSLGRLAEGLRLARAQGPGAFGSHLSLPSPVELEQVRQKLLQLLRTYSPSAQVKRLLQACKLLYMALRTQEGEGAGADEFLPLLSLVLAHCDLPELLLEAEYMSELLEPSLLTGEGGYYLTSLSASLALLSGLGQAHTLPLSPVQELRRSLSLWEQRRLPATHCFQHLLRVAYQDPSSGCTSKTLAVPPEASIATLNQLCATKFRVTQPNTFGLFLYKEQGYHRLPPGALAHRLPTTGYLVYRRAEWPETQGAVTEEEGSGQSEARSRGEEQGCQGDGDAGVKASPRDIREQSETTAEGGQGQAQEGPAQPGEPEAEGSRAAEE
# MsrA inh = inhibits bovine methionine sulfoxide reductase A; purified bovine MsrA, absorbance read-out; inhibition, % at 15.5 µM; 360,000 tested, 0.75% active; AID 651718; in the data active = inhibition above about 4.5%;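 also: 0% = vehicle wells with enzyme and 100% = reference inhibitor wells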
# SKN-1 inh = blocks SKN-1 activity in C. elegans; AID 624304; inhibition, % at 21.8 µM; C. elegans VP596 Pgst-4::GFP/RFP ratio, acrylamide-induced, 24 h; 360,000 tested, 0.49% active;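 active = interference check ratio from 0.5 to 1.5 plus GFP to RFP signal ratio inhibition reaching or exceeding a fixed threshold, cut at about 30% in these data, passing the limit was not always enough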; also: some compounds called inactive have numbers as strong as hits
# MsrA act = activates bovine MsrA enzyme; purified bovine MsrA, absorbance read-out; activation, % at 10.6 µM; 360,000 tested, 0.3% active; in the data active = activation above about 7.5%;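 also: 0% = vehicle and 100% = reference activator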
# CendR NRP1 mod = NRP-1/CendR interaction modulation | 360,000 tested, 0.85% active | O14786 | FAM-RPARPAR peptide binding to NRP-1, fluorescence polarization | inhibition, % at 25 µM;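 active = inhibition or corrected inhibition above about 18%, plus a signal ratio from 0.5 to 1.5, limit read from the data, passing the limit was not always enough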; also: strong numbers were not always called active
# eLon inh = E. coli protease La inhibition. purified E. coli Lon protease, fluorescence polarization. inhibition, % at 7.94 µM. 360,000 tested, 0.42% active. AID 602123; in the data active = inhibition above about 13%, passing the limit was not always enough;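 also: 0% = enzyme with probe and DMSO and 100% = no enzyme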
# MT1-MMP act inh = MT1-MMP (human) activation inhibition; GFP/RFP ratio change, % at 20 µM; AID 651647; HT1080 RFP-PRO-GFP cells, GFP/RFP ratio fluorescence, overnight; percent of plate control window, DMSO zero; 360,000 tested, 0.061% active;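 active = GFP/RFP ratio change of at least 30% with cell ATP level not reduced by more than half and red fluorescence within 50% of control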; also: strong numbers were not always called active
#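 Assay system: HT1080 cells carrying an RFP-PRO-GFP reporter | Dosing: Single dose of 20 µM compound, 1% DMSO final | Incubation: Cells overnight before dosing, compound overnight, 37 °C, 5% CO2 | Evaluation: GFP/RFP fluorescence ratio | Control set: DMSO and RFP-L50D-GFP cell wells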
# An asterisk follows results filed as active; i = inactive; nt = not tested or not shown; + = active, no number.
SMILES,FAS TE block,Neddyl block,Rin1-Abl PPI inh,MsrA inh,SKN-1 inh,MsrA act,CendR NRP1 mod,eLon inh,MT1-MMP act inh
COc1cc(C=NN2CCCCC2)cc(OC)c1OC,-7,i,3,0.3,-15,0,-9,-9,4
CCC(=O)Nc1ccc2c(c1)OC[C@@H](C)N(Cc1ccccc1F)C[C@@H](C)[C@@H](OC)CN(C)C2=O,nt,i,nt,-0.9,-10,nt,-2,nt,3
Cc1ccccc1-n1c(SCc2c(C)noc2C)nnc1-c1c[nH]c2ccccc12,0,i,-1,0.2,-14,-3,15,6,6
C/C(Cn1nnc2ccccc21)=N\NC(=O)c1ccc(Br)cc1,-4,i,-4,-0.8,6,-3,7,-1,-1
CCOC(=O)C1=C(c2ccccc2)NC(=O)NC1c1cc(Br)c(O)c(OC)c1 (stereo not drawn),-3,i,1,0.7,1,-9,8,8,-4
COc1ccc(OC)c(Nc2nc(-c3ccncc3)nc3ccccc23)c1,11,nt,-3,1.2,9,-1,5,-11,-14
Cc1ccc2c(COC(=O)CNC(=O)c3ccccc3)cc(=O)oc2c1,-5,i,-2,1.5,-1,0,-10,-12,-3
COc1ccc(NC(=O)NC2CCCCCCC2)cc1,5,i,0,0.6,4,0,8,-12,1
Cc1ccc(C)c(OCC(=O)Nc2nc3ccc([N+](=O)[O-])cc3s2)c1C,29,i,-1,0.5,1,-1,-6,3,-16
Cc1nnc(SCCn2c(Br)nc3c2c(=O)n(C)c(=O)n3C)s1,-5,i,1,-1.3,-9,0,-4,-4,12
Cc1ccc(CSCC(=O)Nc2ccc(N3CCOCC3)cc2N2CCOCC2)cc1,-4,i,1,-1.2,-3,-13,-2,-5,17
Cc1ccc(-n2c(SCc3nc4ccccc4[nH]3)nnc2-c2ccncc2)cc1,-3,i,-5,0.0,7,-3,13,-11,3

# Ordered by number of heavy atoms (low to high): 7 of the compounds above.
SMILES,FAS TE block,Neddyl block,Rin1-Abl PPI inh,MsrA inh,SKN-1 inh,MsrA act,CendR NRP1 mod,eLon inh,MT1-MMP act inh
COc1cc(C=NN2CCCCC2)cc(OC)c1OC,-7,i,3,0.3,-15,0,-9,-9,4
C/C(Cn1nnc2ccccc21)=N\NC(=O)c1ccc(Br)cc1,-4,i,-4,-0.8,6,-3,7,-1,-1
COc1ccc(OC)c(Nc2nc(-c3ccncc3)nc3ccccc23)c1,11,nt,-3,1.2,9,-1,5,-11,-14
CCOC(=O)C1=C(c2ccccc2)NC(=O)NC1c1cc(Br)c(O)c(OC)c1 (stereo not drawn),-3,i,1,0.7,1,-9,8,8,-4
Cc1ccccc1-n1c(SCc2c(C)noc2C)nnc1-c1c[nH]c2ccccc12,0,i,-1,0.2,-14,-3,15,6,6
Cc1ccc(CSCC(=O)Nc2ccc(N3CCOCC3)cc2N2CCOCC2)cc1,-4,i,1,-1.2,-3,-13,-2,-5,17
CCC(=O)Nc1ccc2c(c1)OC[C@@H](C)N(Cc1ccccc1F)C[C@@H](C)[C@@H](OC)CN(C)C2=O,nt,i,nt,-0.9,-10,nt,-2,nt,3

# Next structures follow:
SMILES,FAS TE block,Neddyl block,Rin1-Abl PPI inh,MsrA inh,SKN-1 inh,MsrA act,CendR NRP1 mod,eLon inh,MT1-MMP act inh
Cc1ccccc1C(=O)Nc1cccc(-c2ccc3nncn3n2)c1,-5,i,-5,-0.8,-3,-2,-5,-11,19
O=C(CCN1C(=O)/C(=C\c2ccccc2)SC1=S)NNC(=O)c1ccncc1,2,i,-1,0.0,-5,1,-10,3,4
O=C(NCCNC(=O)c1ccco1)c1ccc(Cl)c(Cl)c1,0,i,0,-0.4,-3,-3,-2,4,0
COc1ccc(Cn2nnnc2CN(Cc2cc3ccc(C)cc3[nH]c2=O)C2CCCC2)cc1,21,i,1,2.4,5,-2,2,-10,-3
Cc1ccc(-c2csc3ncn(-n4c(C)ccc4C)c(=O)c23)o1,7,i,-1,-0.1,-3,-3,2,-5,-2
COc1cc(C(=O)Nc2ccccc2N2CCN(S(C)(=O)=O)CC2)cc(OC)c1OC,4,i,2,-0.1,-17,-10,-2,2,1
COc1ccc(-n2nc(C(=O)NCC(=O)Nc3cc(OC)c(OC)c(OC)c3)c3ccccc3c2=O)cc1Cl,2,i,-1,-1.0,6,0,8,-3,-11
Cc1ccc(NC(=O)c2ccccc2OCC(=O)c2ccc(F)cc2)cc1,-3,i,1,0.3,-3,-6,8,-8,0
COc1ccc(/C(N)=N/OC(=O)CSc2ccccc2)cc1OC,8,i,0,-1.1,-3,-3,-1,-13,-7
Cc1cc(Cl)ccc1NC(=O)CSc1nnc(Cc2cccs2)n1Cc1ccco1,10,i,-2,-0.9,1,-1,-11,2,-2
Cc1ccccc1NC(=S)N(CCc1c(C)[nH]c2ccc(F)cc12)Cc1cccnc1,4,i,3,-0.2,-17,-4,2,-11,1
O=C(COc1ccc(NC(=O)c2ccccc2[N+](=O)[O-])cc1)c1ccc(F)cc1,4,i,7,0.9,5,-1,-4,-1,0
COc1ccc(Cc2nnc(NC(=O)Nc3ccccc3OC)s2)cc1,-4,i,0,0.3,-6,-4,12,4,2
C=CCC1(CC=C)CCCN1C(=O)c1cc(COc2ccc(C)nc2)on1,0,i,0,-1.4,4,-3,5,1,2
O=C(Cc1ccc(Br)cc1)NNC(=O)c1cccs1,-4,i,1,-0.6,-5,-3,11,-8,2
C=C(C)C1CC=C(C)/C(=N/NC(=O)c2ccccc2[N+](=O)[O-])C1 (stereo not drawn),22,i,-1,1.4,-4,-2,17,6,2
Cn1c2c(c(=O)n(C)c1=O)CN(Cc1ccccc1)CN2,-1,i,2,-0.2,2,0,8,-1,6
CCN(CCC(=O)O)c1ccccc1,-5,i,3,-0.7,-1,0,2,-4,4
COc1ccccc1N1CCN(c2cc(C)nc3nc(C)nn23)CC1,-2,i,2,1.0,4,0,-1,-5,1
CCC(C)NC(=S)N(Cc1cc2cc(C)ccc2n2nnnc12)CC(C)(C)NC(C)C (stereo not drawn),12,i,1,0.1,4,-3,4,-10,1
Cc1ccc(-c2nnc(Cc3ccc(Cl)cc3)o2)cc1,12,i,0,1.7,13,0,5,5,1
CCOc1ccc2c3c(c(=O)oc2c1OCC)CCCC3,4,nt,-2,1.0,-13,-1,-8,-4,2
O=C1C(=O)N(CCOCCO)C(c2ccccn2)/C1=C(\O)c1ccccc1 (stereo not drawn),-4,i,0,1.5,4,-1,5,1,0
CC(=O)c1ccc(NC(=S)N2CCN(CCN3C(=O)c4cccc5cccc(c45)C3=O)CC2)cc1,-3,i,-3,-0.6,11,-3,2,8,-3
Brc1cc2c(cc1/C=N/Nc1nc(N3CCCC3)nc(N3CCOCC3)n1)OCO2,18,i,-2,0.7,9,-1,4,-2,4
CN(Cc1ccccc1)S(=O)(=O)c1ccc2c(c1)n(C)c(=O)c(=O)n2C,-7,i,-2,0.9,-4,-3,3,-5,8
Cc1[nH]n(-c2ccccc2)c(=O)c1C=Nc1ccc(S(N)(=O)=O)cc1,-3,i,1,2.1,-13,0,-5,15,1
Cn1nnc2cc(C(=O)NCc3ccc4c(c3)OCO4)ccc21,-3,i,1,1.6,7,-1,5,4,7
Cc1nn(C)c(C)c1CN(C)C(=O)c1cc2n(n1)C(C(F)(F)F)CC(c1cccs1)N2 (stereo not drawn),-11,i,-2,-0.1,-2,-2,-1,-15,-24
CCOC(=O)c1c(C)oc2c1c(C=NC1CCS(=O)(=O)C1)c(O)c1ccccc12 (stereo not drawn),-8,i,-4,0.7,4,-1,-7,-1,3
O=C(Nc1nnc([C@H]2C[C@H](O)[C@@H](CO)O2)s1)c1cccc(Oc2ccccc2)c1,-6,i,3,0.0,2,-9,-1,-1,10
CCN(c1ccccc1)S(=O)(=O)c1ccc(C(=O)NCC(=O)Nc2ccc(F)c(F)c2F)cc1,8,i,-1,0.1,-7,0,1,-5,-4
Cn1ccnc1SCC(=O)c1c[nH]c2ccccc12,-6,i,1,1.5,14,-4,-4,3,0
COC(=O)COc1ccc(S(=O)(=O)N2CCCCC2)cc1[N+](=O)[O-],-5,i,1,-0.9,4,-7,-7,10,-7
O=C(Cn1cnc2scc(-c3ccccc3)c2c1=O)N1CCOCC1,-6,i,0,-0.7,6,-2,-2,-1,-3
Cc1cc(C)cc(NC(=O)CCN2C(=O)c3ccccc3S2(=O)=O)c1,4,i,3,0.4,1,0,17,2,3

# Laid out differently: entries from further up
compound	FAS TE block	Neddyl block	Rin1-Abl PPI inh	MsrA inh	SKN-1 inh	MsrA act	CendR NRP1 mod	eLon inh	MT1-MMP act inh
Brc1cc2c(cc1/C=N/Nc1nc(N3CCCC3)nc(N3CCOCC3)n1)OCO2	18	i	-2	0.7	9	-1	4	-2	4
CN(Cc1ccccc1)S(=O)(=O)c1ccc2c(c1)n(C)c(=O)c(=O)n2C	-7	i	-2	0.9	-4	-3	3	-5	8

# Reformatted as labelled records: entries from further up.
compound: Cc1[nH]n(-c2ccccc2)c(=O)c1C=Nc1ccc(S(N)(=O)=O)cc1
- FAS TE block: -3
- Neddyl block: i
- Rin1-Abl PPI inh: 1
- MsrA inh: 2.1
- SKN-1 inh: -13
- MsrA act: 0
- CendR NRP1 mod: -5
- eLon inh: 15
- MT1-MMP act inh: 1
compound: Cn1nnc2cc(C(=O)NCc3ccc4c(c3)OCO4)ccc21
- FAS TE block: -3
- Neddyl block: i
- Rin1-Abl PPI inh: 1
- MsrA inh: 1.6
- SKN-1 inh: 7
- MsrA act: -1
- CendR NRP1 mod: 5
- eLon inh: 4
- MT1-MMP act inh: 7

# Additional results.
SMILES,FAS TE block,Neddyl block,Rin1-Abl PPI inh,MsrA inh,SKN-1 inh,MsrA act,CendR NRP1 mod,eLon inh,MT1-MMP act inh
O=S(=O)(c1ccc(Cl)s1)N1CCN(C/C=C/c2ccccc2)CC1,28,i,5,-1.0,-3,-13,-3,1,-7
CC1CC(C)CN(CCCNC(=O)c2csc3c2CCCCC3)C1 (stereo not drawn),-3,i,-3,-0.2,9,-2,-10,-2,7
Cc1c(C(=O)O)cccc1-c1ccc(/C=C2\SC(=O)NC2=O)o1,-4,i,0,4.0,5,-2,-88,-11,12
CCN(CC)CCOc1ccc(Br)cc1,-5,i,-4,0.4,7,-2,4,2,2
CCC(C)NC(=O)c1csc2c1CCCCC2 (stereo not drawn),-4,i,2,0.7,2,-2,-3,-8,5
CC1=NN(C(N)=S)C(=O)C1N=Nc1c(Cl)cc([N+](=O)[O-])cc1Cl (stereo not drawn),1,i,-2,1.7,10,-9,16,3,11
CC(C)Cn1c(-c2cc([N+](=O)[O-])ccc2Cl)nc2c1c(=O)[nH]c(=O)n2Cc1ccccc1,2,i,1,0.8,6,-3,-12,3,-11
CCOC(=O)C1CCCN(Cc2nc3ccc([N+](=O)[O-])cc3c(=O)n2-c2ccc(OC)cc2OC)C1 (stereo not drawn),25,i,-2,0.3,-4,-3,-6,-2,-1
C/C(=N\NC(=O)c1cc2ccccc2cc1O)c1ccc(C)o1,1,+,-3,2.0,2,-3,-9,-5,-1
Nc1ncc(Br)cc1S(=O)(=O)NCCC(=O)N1CCN(c2ncccn2)CC1,-6,i,5,-0.7,-3,3,4,-15,4
COc1ccc(C(=O)O)cc1NC(=S)NC(=O)C(c1ccccc1)c1ccccc1,2,i,0,-0.2,-2,0,6,7,2
CC(C(=O)NC1CCS(=O)(=O)C1)N1C(=O)/C(=C/c2ccc(Cl)cc2)SC1=S (stereo not drawn),11,i,2,1.6,-20,2,-6,-1,0
CCOC(=O)[C@]12CCC=C1N(Cc1cccc3ccccc13)C(=O)[C@H](CC(=O)NCCC(C)C)C2,13,i,nt,0.9,7,-1,4,-1,-1
Fc1ccc(CNC(=S)NC2CCCC2)cc1,-7,i,-1,2.4,12,-3,32*,-1,4

# Random draw from the library; overall some 4.2% were active at least once.
